Screening data deposited in PubChem BioAssay by several laboratories.
Rpn11 inh – Rpn11 (human) deubiquitinase inhibition | AID 588493 | actives 0.59% (n = 360,000) | calls only at 20 µM | human 26S proteasome, Ub4-pepOG fluorescence polarization; 20S core pre-blocked with epoxomicin;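 active = inhibition at 20 µM, scaled to each plate's controls, above about 33%, limit read from the data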
MsrA act – activators of bovine methionine sulfoxide reductase A | purified bovine MsrA, absorbance read-out | activation, % at 10.6 µM | actives 0.3% (n = 360,000) | AID 602163; in the data active = activation above about 7.5%;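 note: 0% = vehicle and 100% = reference activator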
FAS TE block – inhibitors of human fatty acid synthase thioesterase domain; P49327; inhibition, % at 15 µM; recombinant FAS-TE, OMFH fluorogenic substrate, fluorescence endpoint; actives 0.67% (n = 360,000);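 active = compounds whose normalised, plate-corrected inhibition of enzyme fluorescence in the single-dose primary screen is 50% or more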;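 note: 0% = DMSO with enzyme and 100% = substrate without enzyme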
CSN deneddyl inh – CSN deneddylation inhibition | Purified CSN, SCF-Nedd8-OG deneddylation, fluorescence polarization | Q92905 | inhibition, % at 12.5 µM | actives 0.38% (n = 360,000);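 active = pattern-corrected inhibition above about 35%, with an unprinted fluorescence ratio check between 0.5 and 1.5, limit read from the data, passing the limit was not always enough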;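 note: 0% = enzyme with substrate and 100% = substrate without enzyme; some results filed as inactive read as strong as hits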
Target sequence (Q92905 whole entry, looked up, one chain of several): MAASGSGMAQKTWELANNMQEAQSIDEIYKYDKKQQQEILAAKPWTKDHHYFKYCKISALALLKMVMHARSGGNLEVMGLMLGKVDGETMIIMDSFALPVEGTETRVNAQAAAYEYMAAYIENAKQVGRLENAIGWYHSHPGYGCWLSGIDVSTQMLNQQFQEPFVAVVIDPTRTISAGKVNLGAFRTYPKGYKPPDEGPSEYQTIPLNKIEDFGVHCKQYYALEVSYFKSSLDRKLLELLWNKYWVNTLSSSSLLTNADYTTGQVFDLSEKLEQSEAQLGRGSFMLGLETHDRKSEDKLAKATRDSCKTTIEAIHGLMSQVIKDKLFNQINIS
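assay system = purified human Csn5 enzyme expressed in HEK293T cells | amount = 0.24 nM enzyme | buffer or medium = Tris/NaCl/DTT buffer, pH 7.5 | reagent = 10 nM SCFSkp2-Nedd8OG | compound = one concentration, 12.5 µM, 0.25% DMSO | times = 90 min reaction at room temperature | signal = FP | read-out basis = % inhibition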
MT1-MMP act inh – inhibitors of human MT1-MMP activation | HT1080 RFP-PRO-GFP cells, GFP/RFP ratio fluorescence, overnight; percent of plate control window, DMSO zero | GFP/RFP ratio change, % at 20 µM | actives 0.061% (n = 360,000);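 active = GFP/RFP ratio change of at least 30% with cell ATP level not reduced by more than half and red fluorescence within 50% of control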; note: strong numbers were not always called active
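Assay system: HT1080 cells carrying an RFP-PRO-GFP reporter | Dosing: Single dose of 20 µM compound, 1% DMSO final | Incubation: Cells overnight before dosing, compound overnight, 37 °C, 5% CO2 | Evaluation: GFP/RFP fluorescence ratio | Control set: DMSO and RFP-L50D-GFP cell wells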
E coli Lon inh – inhibitors of E. coli Lon protease | P0A9M0 | inhibition, % at 7.94 µM | actives 0.42% (n = 360,000) | purified E. coli Lon protease, fluorescence polarization; in the data active = inhibition above about 13%, passing the limit was not always enough;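 note: 0% = enzyme with probe and DMSO and 100% = no enzyme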
Rin1-Abl PPI inh – blocks binding of human Rin1 to Abl. P00519+Q13671. inhibition, % at 7.35 µM. TR-FRET Rin1/Abl binding, biochemical. actives 0.4% (n = 360,000); in the data active = inhibition above about 5%, passing the limit was not always enough
MLLE-PAM2 inh – inhibitors of microRNA-mediated deadenylation, human PABP1 MLLE binding. inhibition, % at 20 µM. actives 0.36% (n = 360,000). P11940. GST-MLLE / FITC-PAM2 fluorescence polarization. AID 588489; in the data active = inhibition above about 35%, passing the limit was not always enough;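 note: plate controls were DMSO wells with GST-MLLE for no effect and wells lacking GST-MLLE protein for full effect; some results filed as inactive read as strong as hits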
Target sequence (P11940 whole entry, looked up): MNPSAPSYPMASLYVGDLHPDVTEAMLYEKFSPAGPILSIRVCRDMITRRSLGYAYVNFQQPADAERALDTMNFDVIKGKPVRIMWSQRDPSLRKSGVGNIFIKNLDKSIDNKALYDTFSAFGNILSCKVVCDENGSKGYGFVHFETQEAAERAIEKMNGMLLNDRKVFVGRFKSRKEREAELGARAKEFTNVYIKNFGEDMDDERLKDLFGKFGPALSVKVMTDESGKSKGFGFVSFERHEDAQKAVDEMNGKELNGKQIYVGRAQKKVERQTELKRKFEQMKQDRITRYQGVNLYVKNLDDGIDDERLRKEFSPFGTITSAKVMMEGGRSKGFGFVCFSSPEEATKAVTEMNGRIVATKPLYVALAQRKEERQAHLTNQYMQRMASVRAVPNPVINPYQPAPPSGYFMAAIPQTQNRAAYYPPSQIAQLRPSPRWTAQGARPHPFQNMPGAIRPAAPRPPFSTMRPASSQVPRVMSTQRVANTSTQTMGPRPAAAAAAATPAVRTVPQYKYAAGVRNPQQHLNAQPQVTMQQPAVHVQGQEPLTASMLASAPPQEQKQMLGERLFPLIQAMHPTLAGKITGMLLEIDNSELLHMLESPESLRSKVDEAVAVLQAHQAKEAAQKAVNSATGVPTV
MsrA inhibitor – inhibits bovine methionine sulfoxide reductase A; purified bovine MsrA, absorbance read-out; inhibition, % at 15.5 µM; actives 0.75% (n = 360,000); in the data active = inhibition above about 4.5%;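 note: 0% = vehicle wells with enzyme and 100% = reference inhibitor wells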
Active calls of the source: *; i = inactive; / = not tested or not shown; + = active, no number.

The first three records, to show the layout:
Molecule	Rpn11 inh	MsrA act	FAS TE block	CSN deneddyl inh	MT1-MMP act inh	E coli Lon inh	Rin1-Abl PPI inh	MLLE-PAM2 inh	MsrA inhibitor
CC1(NC(=O)Nc2cc([N+](=O)[O-])ccc2O)CCS(=O)(=O)C1 (stereo not given)	i	-3	-3	-2	5	-8	-6	5	0.7
O=C(C1COc2ccccc2O1)N1CCN(c2ccc([N+](=O)[O-])cc2)CC1 (stereo not given)	i	-4	25	2	5	2	0	-6	0.3
CCN(CC(=O)Nc1ccc2c(c1)OCCO2)Cc1cc(=O)oc2cc(C)c(C)cc12	i	-4	13	5	10	-1	-3	16	2.8

Main list, repeating the preview:
Molecule	Rpn11 inh	MsrA act	FAS TE block	CSN deneddyl inh	MT1-MMP act inh	E coli Lon inh	Rin1-Abl PPI inh	MLLE-PAM2 inh	MsrA inhibitor
CC1(NC(=O)Nc2cc([N+](=O)[O-])ccc2O)CCS(=O)(=O)C1 (stereo not given)	i	-3	-3	-2	5	-8	-6	5	0.7
O=C(C1COc2ccccc2O1)N1CCN(c2ccc([N+](=O)[O-])cc2)CC1 (stereo not given)	i	-4	25	2	5	2	0	-6	0.3
CCN(CC(=O)Nc1ccc2c(c1)OCCO2)Cc1cc(=O)oc2cc(C)c(C)cc12	i	-4	13	5	10	-1	-3	16	2.8
COc1ccc(C(=O)Nc2ccc(Cl)cc2F)cc1S(=O)(=O)N1CCCC1	i	-2	4	-1	8	10	2	-6	1.0
O=C(CCN1CCN(c2ccccc2)CC1)N/N=C/c1ccc([N+](=O)[O-])o1	i	1	22	-4	-5	-6	-3	-9	2.0
O=C(C1CC(=O)N(c2ccc3c(c2)OCCO3)C1)N1CCN(c2ccccc2)CC1 (stereo not given)	i	9.4*	-3	-4	-2	-4	1	-14	-0.1
COc1cc([N+](=O)[O-])ccc1NC(=O)CN1C(=O)NC2(CCCCC2C)C1=O (stereo not given)	i	-6	10	-5	3	-3	0	4	2.5
CC1CCN(C(=O)CN2c3cccc4cccc(c34)S2(=O)=O)CC1	i	-2	-4	-6	3	-11	-4	-11	0.4
CC1CCCC(NC(=O)CCCn2ncn3c(cc4occc43)c2=O)C1C (stereo not given)	i	-3	-4	4	3	3	-3	-1	1.4
COc1ccc(CN2CCCC(CO)(Cc3ccc(F)cc3)C2)c(OC)c1OC (stereo not given)	i	-1	-3	-2	-3	-3	0	8	3.0
CCCc1ccc(Oc2cn[nH]c2-c2ccc(O)cc2O)cc1	i	-12	-150	-2	-6	4	1	4	-1.0
CN1CCN(Cc2nc3c(c(=O)[nH]c(=O)n3C)n2Cc2c(F)cccc2Cl)CC1	i	1	0	0	-15	6	-3	-2	-0.4
CCCc1nc2ccc(NC(=O)c3cccs3)cc2c(=O)n1Cc1ccc(Cl)cc1	i	1	36	0	-9	-10	-4	0	0.1
CCn1[nH]c(=O)c(=Nc2c(C)n(C)n(-c3ccccc3)c2=O)cc1-c1ccc(Cl)cc1	i	3	0	-2	5	3	-3	-3	2.4
Cc1cc2ncn(CCC(=O)NC(C)(C)C)c2cc1C	i	0	-6	2	2	8	-2	16	0.3
CC(=O)Oc1ccc(C)cc1-n1nc2ccccc2n1	i	-5	12	-2	0	-6	1	9	1.3
C(=C\c1ccccc1)/CN1CCN(C(c2ccccc2)c2nnnn2Cc2ccccc2)CC1 (stereo not given)	i	0	18	-1	-1	-1	1	0	-0.4
O=C(ONC1=NCCCCC1)c1ccc([N+](=O)[O-])cc1	i	-6	-5	-1	-2	0	2	-6	0.7
COc1ccc(Cl)cc1NC(=S)Nc1cccnc1	i	-2	0	-3	1	-2	-1	22	1.2
COc1ccc(OC)c(CN2CCN(C(=O)c3cccc(S(=O)(=O)Nc4ccc(F)cc4)c3)CC2)c1	i	-1	2	-3	2	-5	2	-1	-0.1
Clc1ccc(CSc2ncn[nH]2)cc1	i	0	-17	0	-2	-6	-3	5	-0.4
COc1ccc(S(=O)(=O)Nc2ccc3c(c2)n(C)c(=O)n3C)cc1OC	i	-8	-8	4	9	4	-1	-1	-1.4
CS(=O)(=O)N1CCC(C(=O)NCc2ccncc2)CC1	i	-2	-7	-2	-1	6	-5	4	0.9
O=C(NCc1ccccc1)C1=C[C@H](c2csc3ccccc23)C[C@H](OCCCCO)O1	i	-2	5	-1	-2	-8	2	5	0.4
O=C(O)c1cc(-c2cccnc2)nn1-c1ccccn1	i	-2	-5	3	3	1	3	3	-0.9
Cc1ccc(S(=O)(=O)n2ccc3c(OCCOCCNCc4ccc(F)cc4)cccc32)cc1	i	-5	18	4	-1	-1	2	9	-0.6
S=C(NCc1ccc2c(c1)OCO2)NC1CCN(Cc2ccccc2)CC1	i	-2	-3	6	3	-1	10*	-51	-0.8
O=C(Nc1ccc(F)cc1F)c1ccc(COc2c(F)c(F)cc(F)c2F)o1	i	-1	24	3	1	-12	8	9	-0.5
O=c1[nH]c(SCc2nc3ccccc3c(=O)n2-c2ccccc2)nc2ccccc12	i	-3	-9	-11	-5	-9	0	-1	-0.2
CCOC(=O)c1nnn2c1nc(N(CC)CC)c1ccccc12	i	-2	4	4	-1	-3	-2	-2	3.3
O=C(NC(c1ccccc1)c1ccccc1)C1CCCN(S(=O)(=O)c2cnc[nH]2)C1 (stereo not given)	i	-2	-11	-2	1	1	-1	11	1.2
CC(=O)Nc1ccc(S(=O)(=O)N(C)CC(=O)OC2CCCCC2=O)cc1 (stereo not given)	i	-7	-5	-1	0	1	5	2	-0.2
CN(CCCNC(=O)c1ccc(N2CCCC2=O)cc1)c1ccccc1	i	3	-6	-2	0	-5	3	6	-0.6
CC(=O)NC1(NC(C)=O)CCN(C)C(c2ccccc2)C1C (stereo not given)	i	-2	-3	-2	-4	-3	2	8	-0.4
CCOCCCNC(=O)N[C@@H](Cc1ccccc1)C(=O)OC	+	-12	-10	-2	3	0	3	-1	0.6
CCc1nnc(NC(=O)c2c(O)c3c([nH]c2=O)CCCC3)s1	i	-4	-9	4	-1	3	5	11	0.2
O=C(NCc1ccco1)c1ccc(F)c(S(=O)(=O)N2CCCCC2)c1	i	2	-3	-2	1	-3	4	-4	-0.7
CCOC(=O)c1ccc(Oc2c(C)oc3cc(OS(C)(=O)=O)ccc3c2=O)cc1	i	-2	7	2	-1	-13	-1	-3	0.7
O=C1CC(Sc2ncn[nH]2)C(=O)N1c1ccccc1 (stereo not given)	i	-2	-8	-1	12	-2	1	29	0.0
COc1cc(/C=N/NC(=O)c2cccnc2)ccc1OCC(=O)Nc1c(C)cc(C)cc1C	i	-2	-15	5	1	3	0	3	2.1
COc1ccc(C2=NN3C(C2)c2ccccc2OC32C(=O)N(C)c3ccccc32)cc1 (stereo not given)	i	-1	23	8	1	-12	-2	5	-0.1
Fc1ccccc1-c1n[nH]c(=S)n1CC1CCCO1 (stereo not given)	i	1	-5	2	0	-2	2	-10	-0.6
C=CC[C@H](CC(=O)NCCO)C(=O)N[C@@H](COC(=O)[C@H](CC=C)CC(=O)OC(C)(C)C)Cc1c[nH]c2ccccc12	i	1	-3	-2	-1	0	1	-5	-1.1
Cc1cccc(NC(=O)CN2C(=O)N/C(=C/c3cc(C)n(C(C)C)c3C)C2=O)c1	i	-2	4	11	-11	-12	3	-18	0.7
O=C(NCCCl)Nc1ccc(Cl)c([N+](=O)[O-])c1	i	-3	11	-8	5	0	2	3	0.4
O=[N+]([O-])c1cccc(CN2CCN(c3cccc4[nH]ccc34)CC2)c1	i	-5	17	-2	4	-3	0	-5	0.5
Cc1nn(C2CCCCC2)c(N)c1-c1ccccc1	i	-1	-6	-4	-5	-5	1	9	0.3
Nc1ncnc(Sc2ncccn2)c1[N+](=O)[O-]	i	0	4	1	-8	-8	2	37	3.2
COC(=O)c1ccc(Cn2cnc3c(Cl)ncnc32)cc1	i	-7	-10	-5	4	-4	4	0	0.1
COc1ccccc1/C=N/OC(=O)c1ccc(C)cc1	i	-3	31	-6	1	5	-2	7	0.0
COc1cc(/C=N/NC(=O)CCn2nnc3ccccc32)ccc1O	i	-4	-2	2	2	-6	2	4	1.1
O=S(=O)(NOCc1ccc(Cl)cc1)c1ccc(Cl)cc1	i	-3	15	3	-2	8	0	0	0.5
Cc1cc(C)c(C(=O)/C=C/c2cccc3ccccc23)c(=O)[nH]1	i	-6	-3	17	-15	-13	0	-31	1.4
COc1ccccc1C(=O)NCCC(=O)NC1=NCCS1	i	-1	-12	-4	3	1	0	22	-1.3
CC1CC(NC(=O)c2cnc3n(c2=O)CCS3)CC(C)(C)C1 (stereo not given)	i	0	13	6	0	0	-1	4	-0.3
CCCN1CCN(C(=O)c2cc(COc3ccc4ncccc4c3)on2)CC1	i	-7	-3	1	5	-7	-1	-16	1.0
CCOc1ccc(NC(=O)N(c2ccccc2)c2ccccc2)cc1	i	-5	3	-2	2	0	2	3	1.5
O=C(N/N=C\c1cccnc1)c1ccc(Cl)cc1Cl	i	1	-4	-4	0	6	-1	5	/
COc1ccc(C2C(C#N)=C(C)NC(C)=C2C(=O)OC(C)C)c(OC)c1 (stereo not given)	i	0	8	-3	4	4	4	-4	2.3
O=C(O)CC(SCC(=O)NC1CCCc2ccccc21)C(=O)O (stereo not given)	i	-4	-6	-2	1	-1	-5	11	-0.6

The list goes on:
Molecule	Rpn11 inh	MsrA act	FAS TE block	CSN deneddyl inh	MT1-MMP act inh	E coli Lon inh	Rin1-Abl PPI inh	MLLE-PAM2 inh	MsrA inhibitor
COc1ccc(OC)c(C2C(C(=O)c3ccc(C)o3)=C(O)C(=O)N2CCN2CCOCC2)c1 (stereo not given)	i	0	-5	0	-2	-14	-3	16	1.4
CCc1nnc(NC(=O)C2CCN(C(=O)NC3CCCCC3)CC2)s1	i	-9	-10	3	-1	-8	4	-6	-0.9
Cc1ccc2nc(SCC(=O)Nc3nnc(SCC(N)=O)s3)[nH]c2c1	i	-2	-5	1	7	-2	-1	-42	0.9
N#CCC(=O)c1sccc1-n1cccc1	i	-6	-1	1	-27	-7	0	-3	1.8
CCCn1nnnc1NCc1ccccc1OCC	i	-2	-3	0	1	0	-5	1	-1.0
CCOC(=O)N1CCC(N2C(=O)c3ccc(C(=O)Nc4ccc(OC)cc4)cc3C2=O)CC1	i	-2	-12	-1	-5	-1	-2	-1	-1.7
CCCn1nc(NS(=O)(=O)c2ccccc2)c2cc3cc(C)ccc3nc21	i	-2	-7	-2	13	-14	-3	4	0.0
CCOC(=O)c1c(C)[nH]c(C(=O)CSc2nc3ccccc3o2)c1C	i	-8	-8	5	-2	-1	3	-28	-1.2
O=C(Nc1ccccc1C(=O)N1CCOCC1)c1noc2c1CCCC2	i	0	-3	-7	-4	-1	-1	-1	-0.7
Cn1ccc2c(-c3ccc(F)nc3)cc3c(c21)C1CCC3C1 (stereo not given)	i	-2	11	-15	6	6	1	0	0.8
O=C(COc1ccc(C2SCCS2)cc1)NNC(=O)C(Cl)Cl	i	-5	-1	5	0	10	0	13	1.5
CCOC(CNC(=O)c1ccc2c(c1)nc(C)n2-c1cccc(F)c1)OCC	i	-2	-9	-2	-1	-9	0	6	0.5
